# Screening data deposited in PubChem BioAssay by several laboratories.
# West Nile virus CPE = inhibition of WNV-induced cytopathic effect – cell-based, CPE readout (AID 1621); West Nile virus-infected cells, CPE inhibition; higher % means a stronger effect; one-dose CPE inhibition, % at 10 µM; IC50 in µM for titrated hits; 290,000 tested, 0.02% active; in the data active means a potency from the dose series; inconclusive means CPE inhibition mostly from about 3.7% at the one dose, without a potency; inactive means the rest, 99 in 100 with CPE inhibition below about 2.2%; further: strong numbers were not always called active
# Myeloid diff MLP = promotes myeloid progenitor differentiation | ER-HoxA9 myeloid progenitors, lysozyme-GFP differentiation, flow cytometry | calls only at 10 µM | 360,000 tested, 1% active;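 active means normalized GFP-positive differentiation at or above the plate's own cutoff, the solvent-only control mean plus 3 SD; inconclusive means no clear call, values can overlap the other calls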;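 further: cells exposed to compound for four days before flow analysis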
# Ins promoter up = MIN6 insulin promoter up-regulation. MIN6 insulin promoter-GFP reporter, high-content imaging; active compounds read high. 190,000 tested, 0.3% active. AID 1625. z-score at 5 µM;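 active means z-score above 3 at 5 µM with at least 500 cells counted in the well; inconclusive means wells under 500 cells, flagged as cytotoxic or low count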
# Lipid droplet = modulators of hepatic lipid droplet formation; AML12 mouse hepatocytes, oleate lipid droplets, BODIPY imaging; inhibition, % at 6.5 µM; 240,000 tested, 0.4% active;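 active means lipid droplet intensity inhibited by at least 50%, with more than 500 cells counted; inconclusive means wells with under 300 cells, treated as cytotoxic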
#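 Material – mouse AML12 hepatocyte cell line, fixed after treatment · Compound dosing – one dose, 6.5 µM compound · Times – compound with oleate, overnight · Measured by – Image-based BODIPY and DAPI two-channel analysis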
# T cell modulator = T cell immune modulators affecting CD8 T cell-vesicle binding; 2C CD8+ T cell-vesicle binding, flow cytometry; active compounds read low; calls only at 7 µM; 330,000 tested, 0.068% active;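 active means response, share of CD8 T cells binding vesicles, and their 90th percentile fluorescence all below set limits, cut at about 80% in these data, passing the limit was not always enough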
#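 material = purified 2C TCR transgenic mouse naive CD8+ T cells | controls = Unloaded micro-vesicles (low), QL9 vesicles with 0.7% DMSO (high) | detection = cytometric PE anti-B7-1 and Alexa647 anti-CD8 signals after 1% paraformaldehyde fixation | incubation = binding step 1.5 h, 37 °C, antibody labelling 20 min, ice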
# Autophagy mod = modulators of autophagy; calls only at 10 µM (by protocol); 190,000 tested, 0.98% active; MEF GFP-LC3 puncta imaging; test concentration mostly 10 µM; AID 463193;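 active means percentage of spot-positive cells more than 3 SD above its plate mean, without a fluorescence outlier flag or 80% toxicity; inconclusive means no clear call, values can overlap the other calls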;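 further: spot-positive cell cutoff set from DMSO-treated cells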
# b-catenin transl = beta-catenin nuclear translocation modulation; HeLa beta-catenin nuclear translocation, immunofluorescence imaging; nuclear translocation activity, % at 5 µM; 190,000 tested, 0.3% active;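 active means nuclear translocation activity above 50% at 5 µM, with a well cell count of 50 or more; inconclusive means wells under 50 cells across six images, flagged as toxic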;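 further: per-cell ratio of nuclear to cytoplasmic median beta-catenin stain intensity; plate controls were DMSO negative control for no effect and GSK-3 inhibitor IX positive control for full effect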
#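 Assay system: human HeLa cells, native beta-catenin; doses: 5 µM primary, 0.02–20 µM confirmation; incubation: compound treatment 24 h, 37°C, 5% CO2; technique: fluorescence imaging of beta-catenin antibody stain plus DAPI; measure: % activation, nuclear-to-cytoplasmic median beta-catenin signal ratio per cell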
# WT yeast gro inh = growth inhibition of WT yeast, mitochondrial fusion screen. inhibition, % at 10 µM. mitochondrial fusion phenotypic screen, WT strain. AID 1362. 190,000 tested, 2.1% active; in the data active means inhibition above about 58%; tested in S. cerevisiae
# MT stabilize HCS = microtubule stabilization, imaging screen | HeLa tubulin immunostaining HCS, 24 h; share of cells brighter than vehicle mean+2SD | % tubulin-high responders, % at 10 µM | 200,000 tested, 0.83% active | AID 2205;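 active means plate Z-score above 3 for both tubulin-high and condensed-nucleus cell shares, with cell loss under 80%, at 10 µM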;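 further: anti alpha tubulin signal scored within the nucleus-defined area of each cell; some results filed as inactive read as strong as hits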
# WT yeast gro inh mutant strain = also measured in WT yeast gro inh; calls as there; inhibition, %; mitochondrial fusion phenotypic screen, mutant strain inhibition
# Ins promoter up cell count = recorded beside Ins promoter up, whose call it bears; cell count; measured here: cytotoxicity, nuclei count;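 total cells summed across four imaged fields per well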
# Lipid droplet cells 6.5 µM = second read-out of Lipid droplet, no call of its own (marks repeat the call); cell count; measured here: cell count, cytotoxicity flag;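 cells counted across two imaged fields per well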
# b-catenin transl cell count 5 µM = also measured in b-catenin transl; calls as there; cell count; measured here: cell count, cytotoxicity flag
# T cell modulator vesicle-bound % = recorded beside T cell modulator, whose call it bears; double positive events, %; measured here: CD8+ vesicle-bound cell fraction;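 binding gate set so that unloaded-vesicle control wells show 10% double positive cells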
# MT stabilize HCS Hoechst-high % = second read-out of MT stabilize HCS, no call of its own (marks repeat the call); % Hoechst-high responders; measured here: nuclear condensation Hoechst responders;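 share of cells brighter than vehicle mean plus two SD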
# MT stabilize HCS cytotoxicity % = second read-out of MT stabilize HCS, no call of its own (marks repeat the call); toxicity, %; measured here: cytotoxicity by cell density;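 0% = mean cell density of plate MIN control wells and 100% = no cells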
# Autophagy mod cell loss 18 h = further read-out of Autophagy mod, marked with its call; toxicity, %; measured here: cell loss, nuclei count;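 cell loss after 18 h compound exposure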
# Myeloid diff MLP GFP+ MAC1+ % = also measured in Myeloid diff MLP; calls as there; GFP+ MAC1+ double positive, %; measured here: differentiation confirmed by MAC1 staining
# An asterisk follows results filed as active; i = inactive; ? = inconclusive; nt = no result given; + = active, no number.
SMILES,West Nile virus CPE,Myeloid diff MLP,Myeloid diff MLP GFP+ MAC1+ %,Ins promoter up,Ins promoter up cell count,Lipid droplet,Lipid droplet cells 6.5 µM,T cell modulator,T cell modulator vesicle-bound %,Autophagy mod,Autophagy mod cell loss 18 h,b-catenin transl,b-catenin transl cell count 5 µM,WT yeast gro inh,WT yeast gro inh mutant strain,MT stabilize HCS,MT stabilize HCS Hoechst-high %,MT stabilize HCS cytotoxicity %
Cc1ccc(NC(=O)CCNS(=O)(=O)c2ccc3c(c2)oc(=O)n3C)cc1,-0.3%,i,6.3,0.95,972,17,770,i,2,i,-1,nt,nt,13,-18,2.8,3.6,0.5
COC(=O)c1cccnc1NC(=S)NNC(=O)c1ccccc1,0.1%,i,2.0,0.74,950,33,780,i,39,i,20,nt,nt,8,6,3.5,1.4,5.3
CN(CC(=O)N1CCCCC1)S(=O)(=O)c1cccc2cccnc12,-0.4%,i,1.1,0.02,1981,15,532,i,41,i,-10,1.0,1074,1,2,2.0,1.9,11
O=C(CSc1ccc2nnc(-c3ccccc3)n2n1)NCC1CCCO1 (stereo unspecified),0.3%,i,1.3,0.15,1343,18,782,i,32,i,-3,3.2,1106,-3,0,3.4,2.1,2.4
COc1ccc(Br)cc1CNCC1CCCO1 (stereo unspecified),-0.3%,i,0.6,nt,nt,-14,749,i,6,nt,nt,nt,nt,nt,nt,nt,nt,nt
c1ccc(N2CCN(c3cnccn3)CC2)nc1,0.1%,i,0.7,0.31,1356,nt,nt,i,12,i,-1,1.4,1161,-12,2,0.7,6.6,5.1
CC(C)c1ccc(NC(=O)CNC(=O)Cn2cnc3ccccc3c2=O)cc1,0.1%,i,0.0,-0.09,1151,-3,723,i,60,i,5,nt,nt,-1,-1,2.5,2.0,2.7
Fc1ccc(C2c3[nH]c4ccccc4c3CCN2CCCn2cccn2)cc1 (stereo unspecified),-1.0%,i,0.8,-0.83,1145,1,696,i,11,nt,nt,1.2,1267,nt,nt,nt,nt,nt
O=C(Nc1cccnc1Cl)C1CCCN(c2ncnc3c2nc2n3CCCCC2)C1 (stereo unspecified),-0.5%,?,nt,nt,nt,-11,725,i,3,nt,nt,nt,nt,nt,nt,nt,nt,nt
O=C1CN(C(=O)N[C@@H](Cc2ccccc2)C(=O)N[C@H](C(=O)O)c2ccccc2)c2ccccc2N1,-0.2%,i,0.9,nt,nt,7,692,i,29,nt,nt,nt,nt,nt,nt,nt,nt,nt
COc1ccc(C2N3CC4(C)CN2CC(C)(C3)C4O)cc1 (stereo unspecified),-0.1%,i,1.4,0.97,1434,22,657,i,36,nt,nt,-0.6,1114,19,8,8.5,1.7,6.8
CC(=O)Nc1nc(C)c(CCC2OCCO2)c(=O)[nH]1,0.3%,i,0.5,0.79,1096,-22,678,i,43,nt,nt,1.2,1373,nt,nt,nt,nt,nt
COc1cc(C2SCC(=O)N2c2nnc(C34CC5CC(CC(C5)C3)C4)s2)cc(OC)c1OC (stereo unspecified),0.2%,i,0.1,0.49,1824,-10,584,i,10,i,-25,-2.0,1100,-3,6,1.9,1.7,13
CC1CCN(S(=O)(=O)c2ccc(NC(=O)c3cccs3)cc2)CC1,-0.5%,i,0.3,-1.1,1237,nt,nt,i,16,i,21,-3.4,1050,-12,1,4.7,3.2,17
CCOC(=O)C1(CC/C(C)=N\NC(N)=O)CC(C)OC1=O (stereo unspecified),1.1%,i,0.1,nt,nt,0,538,i,40,i,-10,-0.5,925,-8,-16,1.6,3.4,6.3
Clc1ccc(OCCCn2ccnc2)c(Br)c1,-1.4%,i,0.2,-0.3,1261,-4,620,i,25,i,-6,4.4,527,48,61,8.3,7.2,12
CCc1nnc(NC(=O)CSc2nncc(=O)n2N)s1,0.4%,?,nt,nt,nt,1,866,i,70,nt,nt,nt,nt,nt,nt,nt,nt,nt
CCOc1ccc(C(=O)Nc2cnn(Cc3ccc(Cl)c(Cl)c3)c2)cc1,0.1%,i,1.8,nt,nt,nt,nt,i,37,i,6,nt,nt,25,6,2.5,2.5,7.8
Cc1cc(N/C=C\C(=O)c2ccc(Cl)c(Cl)c2)no1,-0.1%,i,1.3,-0.12,1235,nt,nt,i,60,i,2,4.2,1440,0,4,3.1,1.0,2.3
CCc1c(C)nc(N)n2c(SCC(=O)N3CCCC(C)C3)nnc12 (stereo unspecified),0.6%,i,6.0,0.36,1128,nt,nt,i,43,i,9,-1.6,1089,-2,1,5.2,3.2,7.0
CC(C)C(=O)OCc1cn(-c2ccc(Cl)c(Cl)c2)nn1,0.2%,i,0.2,1.9,1291,nt,nt,i,28,i,-16,-1.0,978,10,-19,2.7,3.7,13
CCCCCNC(=O)CCCCn1c(=O)[nH]c2cc(OCC)c(OCC)cc2c1=O,-0.5%,i,1.5,-0.82,1280,nt,nt,i,2,i,-13,-3.8,905,11,-3,2.2,1.8,5.4
CC(C)(C)OC(=O)N1CCN(C(=O)c2cccnc2Cl)CC1,-0.1%,i,0.3,-0.03,1394,16,755,i,10,i,4,0.6,1479,0,-4,3.9,1.8,12
O=C(Cc1ccc(Cl)cc1)NC1CC1,-0.5%,i,0.3,1.4,1152,10,668,i,56,i,4,0.4,921,-5,-19,4.4,1.7,7.6
CCN1CCCC1CNS(=O)(=O)c1ccc(Cl)c(C(F)(F)F)c1 (stereo unspecified),-0.2%,i,0.7,0.38,1618,10,657,i,70,i,-3,-3.2,991,-7,18,3.9,1.4,3.2
CCC(CC)NC(=O)c1cccc(NC(=O)C(C)C)c1,-0.4%,i,0.1,0.07,1239,5,636,i,54,i,-4,-1.1,964,-10,-6,2.1,3.7,5.3
CN(C)C(=O)CSc1cccc2cccnc12,0.3%,i,0.5,-0.12,1274,2,734,i,48,+,27*,nt,nt,33,23,2.9,0.3,25
O=C(O)c1ccc2c(c1)ncn2C1CCCCC1,0.4%,i,1.3,-0.04,1934,28,635,i,47,i,3,-1.3,1172,4,19,2.7,2.5,8.8
COC(=O)c1cscc1S(=O)(=O)Cc1ccccc1,-0.4%,i,0.8,nt,nt,3,814,i,65,nt,nt,nt,nt,nt,nt,nt,nt,nt
Clc1ccc(COn2c(-c3ccccc3)nc3ccccc32)cc1,-1.0%,i,0.9,-0.79,1441,nt,nt,i,19,i,-1,1.7,1380,13,-10,1.1,1.1,4.0
O=C(O)CCC/C=C\C[C@@H]1[C@@H](/C=C/[C@@H](O)COc2cccc(Cl)c2)[C@H](O)C[C@@H]1O,0.2%,i,2.3,nt,nt,-7,737,i,9,i,24,nt,nt,-7,3,5.4,1.8,0.6
CCCNC(=O)COC(=O)c1ccc(OCC(=O)Nc2ccccc2OC)c(OC)c1,0.3%,i,1.3,nt,nt,-16,788,i,8,i,38,nt,nt,-2,-1,1.4,1.7,3.5
COc1ccccc1N1CCN(S(=O)(=O)c2ccc3c(c2)NC(=O)C(C)C(=O)N3)CC1 (stereo unspecified),0.3%,i,2.6,nt,nt,-16,757,i,23,nt,nt,nt,nt,nt,nt,nt,nt,nt
Cc1ccc2c(=O)cc(C(=O)NCc3ccccc3)oc2c1C,-0.5%,i,0.4,nt,nt,-1,744,i,33,nt,nt,nt,nt,nt,nt,nt,nt,nt
ClC(=C\c1ccccc1)/C=N/N1CCN(c2ccccn2)CC1,-0.5%,i,1.5,-0.09,1770,0,577,i,39,i,-35,-0.2,989,-32,-29,2.6,1.7,6.9
COc1ccc(C)cc1NC(=O)CNC(=O)Cn1ccc2ccccc2c1=O,-0.5%,i,0.7,nt,nt,4,741,i,26,i,0,-4.5,567,-4,-8,3.4,1.4,7.0
COc1ccc(OC)c(C(=O)CC2OC(=O)c3ccccc32)c1 (stereo unspecified),0.0%,i,2.8,0.95,1260,nt,nt,i,42,i,9,-2.0,999,-1,7,5.3,1.1,9.5
O=c1c2ccccc2nnn1CSc1nnc2sc3ccccc3n12,nt,nt,nt,0.46,1036,10,691,i,39,i,5,-0.5,962,20,-2,4.8,1.6,4.6
CN(CC(=O)Nc1cccnc1)S(=O)(=O)c1ccccc1,0.6%,i,0.8,nt,nt,-2,803,i,40,i,-15,-1.0,1106,-20,4,1.3,1.6,9.2
O=S(=O)(NCc1cccs1)c1ccc(Br)cc1,0.2%,i,1.2,nt,nt,-1,843,i,20,nt,nt,nt,nt,nt,nt,nt,nt,nt
COc1ccccc1S(=O)(=O)Cc1ccc(C(=O)N2CCN(c3cccc(Cl)c3)CC2)o1,-0.1%,i,1.3,-0.11,660,nt,nt,i,48,i,-6,44,315,24,3,48*,37*,65*
COc1ccc(CCC(=O)OCC(=O)Nc2ccccc2OC(F)F)cc1OC,-0.1%,i,0.3,0.3,1309,4,702,i,37,i,-9,-0.3,1169,8,5,3.6,3.0,8.1
COc1ccc(C(=O)NNC(=O)CCc2ccccc2OC)cc1,-0.1%,i,0.1,nt,nt,-6,715,i,35,nt,nt,nt,nt,nt,nt,nt,nt,nt

# Outcome played no part in choosing rows; 3.9% or so of the library scored in one or more.
